From PubChem BioAssay
TRHR PAM – TRH receptor (human) allosteric enhancement | P34981 | TRHR cells, fluo-8 calcium fluorescence, EC20 TRH enhancement | enhancement, % at 2 µM | 360,000 compounds, 0.66% hits; in the data active means enhancement above about 30%; further: 0% is about no effect
Target sequence (P34981 whole entry, looked up): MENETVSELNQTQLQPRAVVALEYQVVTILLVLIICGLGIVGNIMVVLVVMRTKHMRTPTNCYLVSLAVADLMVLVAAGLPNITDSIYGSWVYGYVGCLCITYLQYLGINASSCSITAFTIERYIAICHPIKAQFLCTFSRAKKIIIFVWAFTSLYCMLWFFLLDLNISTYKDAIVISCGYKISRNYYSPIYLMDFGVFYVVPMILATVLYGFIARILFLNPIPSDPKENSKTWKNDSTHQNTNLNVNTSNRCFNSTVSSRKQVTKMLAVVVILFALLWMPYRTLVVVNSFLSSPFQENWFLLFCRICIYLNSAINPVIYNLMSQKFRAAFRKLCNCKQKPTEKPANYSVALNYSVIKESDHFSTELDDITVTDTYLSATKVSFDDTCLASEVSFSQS
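TRHR-expressing cells loaded with fluo-8 calcium dye were read kinetically (ex 480/em 530) during compound addition, then stimulated with an EC20 of TRH (10 nM final). Enhancement of the Gq-mediated intracellular calcium response was scored.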
USP1 inh – USP1/UAF1 (human) deubiquitinase inhibition; O94782; Potency, µM (highest dose often 57.1 µM), inactives show top-dose activity change, negative = inhibition, actives largely listed as inhibitors; 390,000 compounds, 0.23% hits; recombinant USP1/UAF1, Ub-Rhodamine cleavage fluorescence; further: potency means the concentration at half of the fitted maximal effect; on the % scale 0 is the no-effect control and ±100 the full control effect; nearly all actives have a fitted effect of over 60% in size; inactives centre near -12
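Step one: compound is pinned into 1nM USP1/UAF1 in HEPES pH 7.8 buffer with TCEP. Step two: 15 min room-temperature incubation. Step three: Ub-Rho (150nM final) starts cleavage, tracked by fluorescence over six one-minute reads.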
mIDH1 inhibitor – blocks human mutant IDH1 R132H enzyme. IDH1-R132H enzyme, NADPH consumption, diaphorase/resazurin fluorescence. Potency, µM (series often up to 76.6 µM), inactives show top-dose activity change, negative = inhibition, hits mostly inhibitors. 390,000 compounds, 0.093% hits. AID 602179; further: potency means the concentration at half of the fitted maximal effect; on the % scale 0 is the no-effect control and ±100 the full control effect; nearly all actives have a fitted effect of over 65% in size
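IDH1-R132H (0.5 ug/mL dispensed) in pH 7.5 Tris buffer was preincubated 30 min with compound, then given a substrate mix of 0.016 mM NADPH and 2 mM alpha-KG for 80 min at room temperature; remaining NADPH was read by diaphorase/resazurin fluorescence.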
D2 antag – D2 dopamine receptor (human) antagonism; 340,000 compounds, 2% hits; inhibition, % at 10 µM; P14416; HEK293 TREx D2 cells, calcium flux, dopamine EC80; in the data active means inhibition above about 30%; further: 0% is about no effect
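Tetracycline-induced HEK293 TREx cells expressing D2 receptor forced-coupled to calcium signalling, loaded with no-wash calcium dye. Compounds added and calcium flux read 180 s, then dopamine added at EC80 and read a further 180 s.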
D2 ag – D2 dopamine receptor (human) agonism; HEK293 T-REx D2 cells, calcium flux agonist mode; activation, % at 2 µM; 340,000 compounds, 0.53% hits; AID 485358;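 active means activation over 3 SD above normal in the single-dose calcium agonist read, cut at about 30% in these data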; further: 0% is about no effect
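Agonism is scored from calcium flux in a force-coupled, inducible HEK293 cell line expressing D2, read kinetically for 180 s after compound addition against dopamine controls.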
TrxR1 inh – inhibitors of rat thioredoxin reductase 1 | O89049 | Potency, µM (titrated, usually from 114 µM), for inactives: at the top dose activity change, negative = inhibition, usual class: inhibitors | recombinant rTrxR1, NADPH fluorescence consumption, selenite substrate | 390,000 compounds, 1% hits; further: potency means the concentration at half of the fitted maximal effect; on the % scale 0 is the no-effect control and ±100 the full control effect; nearly all actives have a fitted effect of over 65% in size
Target sequence (O89049 whole entry, looked up): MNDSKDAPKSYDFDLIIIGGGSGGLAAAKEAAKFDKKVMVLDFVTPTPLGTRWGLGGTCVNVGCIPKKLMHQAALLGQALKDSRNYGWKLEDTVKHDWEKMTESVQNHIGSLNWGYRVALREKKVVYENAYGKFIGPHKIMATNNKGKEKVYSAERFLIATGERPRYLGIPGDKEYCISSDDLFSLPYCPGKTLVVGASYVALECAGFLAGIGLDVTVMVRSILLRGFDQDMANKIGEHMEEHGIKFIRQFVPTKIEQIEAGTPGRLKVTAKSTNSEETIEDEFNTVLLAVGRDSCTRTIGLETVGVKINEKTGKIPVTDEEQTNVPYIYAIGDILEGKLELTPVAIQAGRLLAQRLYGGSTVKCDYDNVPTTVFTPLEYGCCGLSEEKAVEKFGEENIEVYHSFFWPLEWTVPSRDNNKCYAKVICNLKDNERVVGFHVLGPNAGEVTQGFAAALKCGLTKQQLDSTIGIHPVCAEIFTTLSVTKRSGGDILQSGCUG
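Rat TrxR1 (90 nM in the dispensed reagent) was pre-reduced with 400 uM NADPH for 5 min at room temperature, then incubated with compound for 15 min. After 400 uM selenite was added, NADPH fluorescence (Ex 340/Em 450 nm) was followed for 8 min.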
Pin1 inhibitor – inhibitors of human Pin1; 390,000 compounds, 0.009% hits; Pin1 FP peptide displacement, HiFluor488, 10 min; Q13526; Potency, µM (highest dose often 115 µM), for the others: top-dose activity, negative = inhibition, usual class: inhibitors; active means well fitted inhibition curve with a large enough effect in the polarisation, with a control signal flat, not every such curve was filed as active; inconclusive means small, poorly fitted or top-dose-only effect, or effect the other way, or a change in a side signal; inactive means no such curve, though single readings can be large or run the other way; the % refers to the polarisation; further: potency means the concentration at half of the fitted maximal effect; on the % scale 0 is the no-effect control and ±100 the full control effect
Target sequence (Q13526 whole entry, looked up): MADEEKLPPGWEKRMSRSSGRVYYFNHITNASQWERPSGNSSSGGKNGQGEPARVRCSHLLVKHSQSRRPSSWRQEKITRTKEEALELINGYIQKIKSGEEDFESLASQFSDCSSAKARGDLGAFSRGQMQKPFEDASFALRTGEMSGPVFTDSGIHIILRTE
TrxR1 substrate – rat thioredoxin reductase 1 substrate activity; O89049; AID 588456; Potency, µM (highest dose often 114 µM), inactives show top-dose activity change, negative = substrate turnover; purified TrxR1 substrate turnover, NADPH consumption readout; 390,000 compounds, 0.01% hits; further: potency means the concentration at half of the fitted maximal effect; on the % scale 0 is the no-effect control and ±100 the full control effect; nearly all actives have a fitted effect of over 50% in size
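Rat TrxR1, dispensed at 90 nM, was prereduced with 400 uM NADPH (final) for 5 min at ~22 deg C, then incubated with compound 15 min before 400 uM selenite. A first-read NADPH fluorescence drop versus no-compound background flagged substrates.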
TRHR agonist – TRH receptor (human) agonism; P34981; TRHR cells, calcium flux fluo-8, FDSS agonist mode; activation, % at 2 µM; 360,000 compounds, 0.18% hits; AID 493084; in the data active means activation above about 30%; further: 0% is about no effect
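In this calcium-flux screen, cells bearing human TRHR are dye-loaded with fluo-8, baselined for 10 cycles, then exposed to library compounds; positive kinetic calcium responses during the agonist phase mark hits, with TRH as control.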
Numbers without * were called inactive; ? = inconclusive; . = not tested or not shown; [ ] = another dose, or the depositor's remark. Unless noted, the call rests on the fitted dose curve; in most records, active means well fitted inhibition curve with a large enough effect; inconclusive means small, poorly fitted or top-dose-only effect; inactive means no such curve, though single readings can be large or run the other way. The list is partial; the hit share may differ from the screen's.

Under each structure – TRHR PAM	USP1 inh	mIDH1 inhibitor	D2 antag	D2 ag	TrxR1 inh	Pin1 inhibitor	TrxR1 substrate	TRHR agonist
COc1cc(OC)c(OC)cc1CNCCSc1nnnn1-c1ccccc1
→ -3	?	0%	.	-0.3	4%	-11%	2%	-1.0
CN(c1ccc(OCC(=O)Nc2nc(-c3ccccc3)cs2)cc1)S(=O)(=O)c1ccc(F)cc1
→ -3	-13%	1%	8	-0.8	19%	19%	0%[57.1 µM]	0.1
CC(=O)n1nc(-c2cccnc2)nc1NCc1cccs1
→ 2	-12%	-5%	-4	-1.0	12%	-4%	-1%	-0.2
COC(=O)C1CC2=C(CC(C)(C)CC2=O)N(c2ccccc2)C1=O (stereo not given)
→ .	-3%	-8%	.	.	-29%	4%	-14%	.
CN(C)CCNC(=O)c1ccccc1
→ 3	-18%	10%	14	-0.5	8%	3%	3%	0.3
CCOc1cccc(C(=O)NC(=S)Nc2cccnc2)c1
→ 4	-14%	2%	.	.	-59%	-2%	11%[57.1 µM]	-0.6
COc1cccc(-c2[nH]nc3c2C(c2ccoc2)C(C#N)=C(N)O3)c1 (stereo not given)
→ 0	-9%	6%	7	1.0	-25%	4%	-8%	0.1
CC(C(c1ccc2c(c1)OCO2)c1c(N)n(C)c(=O)n(C)c1=O)[N+](=O)[O-] (stereo not given)
→ .	-9%	-1%	.	.	3%	-3%	-5%	.
Cc1ccc(C)c(NC(=S)NC(C)C(c2cccs2)N2CCOCC2)c1 (stereo not given)
→ 1	-20%	-2%	-22	-2.7	13%[57.1 µM]	1%	5%[57.1 µM]	-0.9
NC(=O)C1CCN(C(=O)C(=O)c2cn(CC(=O)N3CCCC3)c3ccccc23)CC1
→ 1	-18%	-13%	1	1.0	7%	2%	-1%	0.0
O=C(Cc1ccccc1)NC(CSSCC(NC(=O)Cc1ccccc1)C(=O)O)C(=O)O (stereo not given)
→ .	?	-2%	.	.	1%[2.29 µM]	-3%	6%[57.1 µM]	.
CCOc1c(Br)cc(Br)cc1/C=C1\SC(N)=NC1=O
→ 7	-13%	2%	4	0.3	17%	23%	0%	1.8
Cc1ccc(NC(=S)N(C)N)cc1Cl
→ -5	-23%	1%	.	.	2%	-3%	-7%	-0.3
C=CCN1C(=O)C2(NC(=O)c3ccccc3N2)c2ccccc21 (stereo not given)
→ 20	?	3%	-7	0.1	16%[57.1 µM]	1%	33%[activator][57.1 µM]	0.9
Cc1cc(C)n2nc(C(=O)N/N=C/c3ccccc3Cl)nc2n1
→ -23	-16%	8%	9	-0.1	-3%[57.1 µM]	-2%	0%[57.1 µM]	0.1
O=C(N/N=C1\CC(c2ccccc2)Oc2ccccc21)c1ccc(O)cc1 (stereo not given)
→ 12	-11%	2%	-3	-0.4	-8%[57.1 µM]	7%	-7%[57.1 µM]	-1.5
Cc1ccccc1C(=O)NC(=S)Nc1ccc(Oc2ccc(Cl)cc2)cc1
→ 6	-20%	4%	25	0.6	-4%	13%	4%	0.4
CCc1ccc(CNC(=O)CN2C(=O)c3cccnc3Oc3ccc(Cl)cc32)cc1
→ 9	-17%	?	.	-1.7	11%	36%[activator]	-3%	-0.3
COc1ccc(-n2c(=O)c3c(C)c(C)sc3n(Cc3cccc(F)c3)c2=O)c(OC)c1
→ -14	-12%	5%	6	0.4	19%	13%	1%	0.3
CCC(C)C(NC(=O)C(C)NC(=O)CNC(=O)CNC(=O)OCc1ccccc1)C(=O)OC (stereo not given)
→ -2	-7%	0%	7	0.7	2%	3%	3%	0.0

Quoted from the listing.
For TRHR PAM, COc1ccc(-n2c(=O)c3c(C)c(C)sc3n(Cc3cccc(F)c3)c2=O)c(OC)c1 shows -14
For TRHR agonist, NC(=O)C1CCN(C(=O)C(=O)c2cn(CC(=O)N3CCCC3)c3ccccc23)CC1 shows 0.0
For mIDH1 inhibitor, O=C(Cc1ccccc1)NC(CSSCC(NC(=O)Cc1ccccc1)C(=O)O)C(=O)O (stereo not given) shows -2%
For TrxR1 inh, COc1cccc(-c2[nH]nc3c2C(c2ccoc2)C(C#N)=C(N)O3)c1 (stereo not given) shows -25%

Ordered by formula weight (lowest first): part of the list above
Under each structure – TRHR PAM	USP1 inh	mIDH1 inhibitor	D2 antag	D2 ag	TrxR1 inh	Pin1 inhibitor	TrxR1 substrate	TRHR agonist
CCOc1cccc(C(=O)NC(=S)Nc2cccnc2)c1
→ 4	-14%	2%	.	.	-59%	-2%	11%[57.1 µM]	-0.6
COc1cccc(-c2[nH]nc3c2C(c2ccoc2)C(C#N)=C(N)O3)c1 (stereo not given)
→ 0	-9%	6%	7	1.0	-25%	4%	-8%	0.1
CCOc1c(Br)cc(Br)cc1/C=C1\SC(N)=NC1=O
→ 7	-13%	2%	4	0.3	17%	23%	0%	1.8

(further entries)
Under each structure – TRHR PAM	USP1 inh	mIDH1 inhibitor	D2 antag	D2 ag	TrxR1 inh	Pin1 inhibitor	TrxR1 substrate	TRHR agonist
O=C(Nc1ccc2c(c1)OCCO2)C1CCN(S(=O)(=O)c2cccs2)CC1
→ -11	-17%	7%	13	-0.2	22%	1%	4%	-0.7
O=C(NNc1cccc(Cl)c1)c1cccnc1Oc1ccccc1
→ 2	-7%	1%	-9	-0.6	18%[57.1 µM]	0%	-3%[57.1 µM]	-0.7
COc1ccc(-c2nsc3c(SCc4ccccc4)ncnc23)cc1
→ 0	-10%	-2%	-1	-1.1	-8%	1%	-8%	-3.0
CCN(CC)c1ccc(/C=N/Nc2nc(C)cc(=O)[nH]2)c(O)c1
→ -2	-3%	3%	4	0.0	4%	30%[activator]	7%	0.8
CCN(CC)S(=O)(=O)c1ccc(N2CCOCC2)c(NC(=O)C2CCCC2)c1
→ 4	-5%	3%	-3	2.1	-7%	1%	-4%	0.1
COc1ccccc1N1CCN(CCCCOc2ccc(C)cc2C)CC1
→ 2	-10%	7%	82*	62*	0%	2%	2%	-0.7
CCn1c(=O)[nH]c(=O)c2c(N)c(C(=O)c3cc(F)ccc3F)sc21
→ 3	-6%	2%	4	-0.4	-4%	-11%	-13%	-0.6
CNC(=O)COc1ccc(C=O)cc1OC
→ 2	-1%	4%	1	0.7	-4%	-1%	-5%	0.6
Cc1ccc(NC(=O)Cn2cccc2C2=NC(c3ccccc3)CO2)cc1C (stereo not given)
→ -11	-9%	3%	-4	-0.2	4%	-2%	2%	-0.3
CCOC(=O)C1CCN(c2cc(=O)n(-c3ccc(OC)cc3)c(=O)[nH]2)CC1
→ 2	?	-4%	27	-1.3	?	2%	3%	0.1
CCSCCOC(=O)C1=C(C)N(C)C(=O)NC1c1ccc2c(c1)OCO2 (stereo not given)
→ 8	0%	-2%	-18	-1.2	30%	-7%	-1%	0.1
O=C(c1ccccc1Cl)N1CCN(S(=O)(=O)N2CCCCC2)CC1
→ 4	-19%	6%	6	-2.9	17%[57.1 µM]	3%	6%[57.1 µM]	-1.1
Cc1nn(C(=O)c2ccc(Br)cc2)c(C)c1Sc1ccccc1
→ 3	5%	35%[activator]	.	1.5	9%	-2%	2%	-0.2
CCC1CCCCN1CCCNC(=O)c1ccc(N2CCCC2=O)cc1 (stereo not given)
→ 0	-23%	-7%	13	0.1	16%	-3%	3%	0.9
O=C(CN1C(=O)c2ccccc2C1=O)NCc1ccc(C(=O)O)cc1
→ 1	-21%	5%	-22	0.3	2%	-8%	-7%	-1.4
CCN1C[C@@H]2[C@@H]3C(=O)N(Cc4ccccc4)C(=O)[C@@H]3[C@](C)(C1=O)N2C(=O)c1ccc(C)cc1
→ .	0%	2%	.	.	-3%[57.1 µM]	-1%	-1%	.
O=C1C(c2ccc(F)cc2)N(CCc2ccccc2)C(=O)CN1C1CCCCCC1 (stereo not given)
→ 5	-13%	18%	.	0.0	10%[57.1 µM]	-6%	2%[57.1 µM]	-0.8
COc1ccc(C2C(C#N)=C(N)OC3=C2C(=O)CC(C)(C)C3)cc1Cn1cc([N+](=O)[O-])cn1 (stereo not given)
→ 8	-24%	4%	6	-0.6	26%	-1%	3%	-0.7
O=c1cc(-c2ccccc2)nc2n1Cc1ccccc1-2
→ 31*	-16%	5%	0	0.7	19%	-1%	11%	0.6
CCOC(=O)c1nc(C)n(-c2ccc(Cl)cc2)n1
→ -4	-17%	14%	-1	-0.5	-2%	1%	-2%	0.4
Cc1ccc(NC(=O)CCn2c(=O)c3cccn3c3ccccc32)c(Cl)c1
→ -1	-21%	27%	.	1.1	8%	?	-5%	-0.1
COc1ccc(C2C(C#N)=C(N)Oc3cc(N)ccc32)cc1 (stereo not given)
→ 63*	-6%	-2%	-10	-0.2	-20%	40%[activator]	-11%	0.0
CCS(=O)(=O)Nc1cc(C(=O)OC)ccc1C(=O)OC
→ 1	-15%	2%	-2	0.2	-13%	-6%	15%	-0.5
CCCCNC(=O)c1ccc(N2CCOCC2)c(NS(=O)(=O)c2ccc(OC)cc2)c1
→ 7	1%	8%	8	0.3	12%	-1%	1%	-0.5
FC(F)(F)c1cnc(-c2cnc(-c3cccnc3)nc2)c(Cl)c1
→ 4	-6%	7%	12	0.1	27%[57.1 µM]	-7%	-14%[57.1 µM]	0.7
O=C(NCc1ccc(F)cc1Cl)c1ccc(CSCc2ccccc2Cl)o1
→ -4	-7%	4%	.	1.0	20%[57.1 µM]	-7%	0%[57.1 µM]	2.3
COc1ccc(-c2cc(C(C)=O)c(C)n2CCC(=O)Nc2cc(C)ccc2OC)cc1
→ 0	7%	8%	.	0.1	18%[57.1 µM]	-1%	5%[57.1 µM]	-0.6
CCOP(=O)(c1ccccc1)C(O)c1ccccc1 (stereo not given)
→ 0	-9%	2%	-14	-0.2	-3%	1%	-5%	0.1
CCCNc1nc2c(c(=O)[nH]c(=O)n2C)n1CCOc1ccccc1
→ 5	-20%	-3%	0	0.5	10%	-1%	-2%	-0.2
CCOc1ccc(CN2CCCN(C)CC2)cc1
→ -5	-7%	4%	22	1.1	-14%	4%	7%[57.1 µM]	0.8
CC[C@H](C)C(C(=O)N1CCN(C(=O)OC(C)(C)C)CC1)n1cc(C(Cc2ccc(O)cc2)NC(=O)OC(C)(C)C)nn1 (stereo not given in full)
→ -3	-24%	2%	17	0.7	5%[57.1 µM]	0%	-7%[57.1 µM]	0.9
